TRHR agonist: agonists of human TRH receptor | P34981 | TRHR cells, calcium flux fluo-8, FDSS agonist mode | activation, % at 2 µM | actives 0.18% (n = 360,000) | AID 493084; also: 0% is about no effect
Target sequence (P34981 whole entry, looked up): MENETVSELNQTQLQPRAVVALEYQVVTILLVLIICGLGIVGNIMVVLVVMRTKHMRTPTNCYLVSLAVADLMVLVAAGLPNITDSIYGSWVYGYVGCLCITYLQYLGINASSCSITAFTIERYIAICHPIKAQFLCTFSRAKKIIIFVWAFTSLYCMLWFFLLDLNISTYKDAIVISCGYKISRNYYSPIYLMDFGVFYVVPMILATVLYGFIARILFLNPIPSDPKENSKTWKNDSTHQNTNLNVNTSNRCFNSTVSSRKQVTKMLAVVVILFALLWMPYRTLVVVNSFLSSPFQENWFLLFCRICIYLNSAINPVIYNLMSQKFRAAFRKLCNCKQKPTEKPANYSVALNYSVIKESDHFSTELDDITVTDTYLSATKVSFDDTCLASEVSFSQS
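Steps: seed TRHR cells overnight; add fluo-8 no-wash Ca dye, RT 30 min–1.5 h; record 10 s baseline; pin-transfer compounds; monitor fluorescence 1 cycle/s for the agonist window. Calcium increases flag candidate agonists.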
D1 PAM: enhances dopamine response at the human D1 receptor. P21728. HEK293 TREx D1 cells, calcium flux, dopamine EC20 potentiation. potentiation, % at 10 µM. actives 0.036% (n = 360,000); in the data active = potentiation above about 30%; also: 0% is about no effect
D1 ag: agonists of human D1 dopamine receptor; P21728; activation, % at 2 µM; HEK293 T-REx D1 cells, calcium flux, agonist mode; AID 504660; actives 1% (n = 360,000); also: 0% is about no effect
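Inducible HEK293 T-REx D1 cells, force-coupled to calcium signalling, were plated at 4000 cells/well with tetracycline and held overnight at 30 C. After no-wash calcium dye loading, compound-evoked calcium rise over 180 s flagged agonists.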
TRHR enhancer: TRH receptor (human) allosteric enhancement. P34981. actives 0.66% (n = 360,000). AID 493056. enhancement, % at 2 µM. TRHR cells, fluo-8 calcium fluorescence, EC20 TRH enhancement; in the data active = enhancement above about 30%; also: 0% is about no effect
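TRHR-expressing cells loaded with fluo-8 calcium dye were read kinetically (ex 480/em 530) during compound addition, then stimulated with an EC20 of TRH (10 nM final). Enhancement of the Gq-mediated intracellular calcium response was scored.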
D2 antagonist: antagonizes the human D2 dopamine receptor | actives 2% (n = 340,000) | HEK293 TREx D2 cells, calcium flux, dopamine EC80 | P14416 | inhibition, % at 10 µM; in the data active = inhibition above about 30%; also: 0% is about no effect
Target sequence (P14416 whole entry, looked up): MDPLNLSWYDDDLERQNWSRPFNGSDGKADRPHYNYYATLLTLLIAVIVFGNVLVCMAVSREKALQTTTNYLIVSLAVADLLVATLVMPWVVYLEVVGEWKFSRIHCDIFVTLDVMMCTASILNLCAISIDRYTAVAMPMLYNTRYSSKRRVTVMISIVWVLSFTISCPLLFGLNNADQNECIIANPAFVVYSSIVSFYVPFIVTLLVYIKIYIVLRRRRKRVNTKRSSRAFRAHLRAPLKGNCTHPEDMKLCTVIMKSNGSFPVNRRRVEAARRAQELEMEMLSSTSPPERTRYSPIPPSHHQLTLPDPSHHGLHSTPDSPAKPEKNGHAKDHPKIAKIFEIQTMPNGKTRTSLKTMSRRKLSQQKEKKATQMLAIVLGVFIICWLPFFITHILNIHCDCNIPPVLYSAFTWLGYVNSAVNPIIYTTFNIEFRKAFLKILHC
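In this primary screen, negative modulation is detected by tracking calcium flux after an EC80 dopamine challenge in inducible HEK293 T-REx D2 cells preexposed to test compound for 180 s.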
D2 PAM: positive allosteric modulators of human D2 dopamine receptor; HEK293 T-REx D2, calcium flux, EC20 dopamine potentiation; P14416; potentiation, % at 10 µM; AID 485347; actives 0.34% (n = 340,000);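 active = potentiation over 3 SD above the plate norm, cut at about 30% in these data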; also: 0% is about no effect
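Cells plated with tetracycline inducer and held overnight at 30 C; calcium dye loaded 30–90 min at room temperature; baseline taken, compound added and read 180 s; EC20 dopamine then added and read 180 s.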
RXFP1 antagonist: RXFP1 (human) relaxin receptor antagonism. HEK293-RXFP1, relaxin-stimulated cAMP HTRF, 30 min; stronger effect = lower value. activity change, negative = inhibition, % at 57.5 µM. actives 0.59% (n = 350,000). AID 1259400;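 active = activity change of -60% or lower, but not beyond a set lower limit; inconclusive = change between -60% and -40%, or beyond the set limit; inactive = change above -40%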; also: % is scaled to controls: 0 for no effect and ±100 for the full control effect
D1 antagonist: blocks dopamine activation of the human D1 receptor; actives 3.2% (n = 360,000); P21728; HEK293 TREx D1 cells, calcium flux, dopamine EC80; stronger effect = lower value; activity change, negative = inhibition, % at 10 µM; in the data active = activity change below about -30%; also: % is scaled to controls: 0 for no effect and ±100 for the full control effect
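Inducible Hek293 Trex D1 cells (tetracycline, overnight, 30 C). Calcium dye 30–90 min RT. Antagonist mode: EC80 dopamine added after 180 s compound read.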
D2 ag: agonists of human D2 dopamine receptor. P14416. HEK293 T-REx D2 cells, calcium flux agonist mode. activation, % at 2 µM. actives 0.53% (n = 340,000);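 active = activation over 3 SD above normal in the single-dose calcium agonist read, cut at about 30% in these data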; also: 0% is about no effect
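In this primary screen, compounds producing a positive calcium signal within 180 s of addition to tetracycline-induced, force-coupled HEK293 Trex D2 cells are flagged; cells are dye-loaded with a no-wash calcium kit beforehand.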
Starred values were filed as active, the others as inactive; ? = inconclusive; . = no result given; & = joins results of further samples; ! = repeats disagree. Rule as the data show it, unless noted: active = activation above about 30%; inactive = the rest.

1) CC1Cc2cc(-c3csc(NC(=O)Cc4cccs4)n3)ccc2N1S(C)(=O)=O (centres undefined)
2) O=C(C1CCCCC1)N1CCc2ccccc21
3) COc1ccc(COC(=O)C2=C(C)NC(=O)NC2c2ccc(OC)cc2)cc1 (centres undefined)
4) Cc1ccc(-n2ncc3c(Nc4cccc(C(=O)O)c4)ncnc32)cc1
5) O=C(c1ccc(F)cc1)N1c2ncnn2C2(CCCCC2)[C@@H]2CCCC[C@@H]21
6) CCc1ccc(C2C(C#N)=C(N)N(N3CCOCC3)C3=C2C(=O)CC(C)(C)C3)s1 (centres undefined)
7) c1ccc(-c2ccccc2-n2cnnn2)cc1
8) COc1ccccc1NC1SC(=O)N(c2ccccc2)C1=O (centres undefined)
9) N#Cc1nc(Nc2cc(F)cc(F)c2)c2ncn(CC(F)F)c2n1
10) Cc1cccnc1Nc1nc(-c2ccccn2)cs1
Assay by compound | 1 | 2 | 3 | 4 | 5 | 6 | 7 | 8 | 9 | 10
D1 ag | 8 | 2 | 2 | -1&0 | 2 | 1 | 3 | 1 | 12&9 | -1
TRHR agonist | -1.0 | -0.1 | -0.1 | 0.6&-0.3 | -0.4 | -1.0 | -0.1 | 0.0 | -0.2&1.4 | 0.2
TRHR enhancer | -8 | -5 | -6 | 4&-6 | 0 | 2 | -2 | -1 | 12&8 | -5
D1 PAM | -5 | 0 | 3 | -1&-4 | 0 | -3 | -2 | -2 | -3&-1 | 0
D1 antagonist | -42* | 2 | -2 | -29&9 | -2 | 2 | 5 | -9 | -19&-22 | -7
RXFP1 antagonist | -14 | -9 | 1 | -9&9 | -37 | 9 | 15 | -9 | . | 13
D2 antagonist | 3 | 2 | 2 | -6 | . | 11 | 0 | . | 12 | 18
D2 PAM | 1 | . | -4 | 6&6 | 10 | -8 | -2 | . | 5 | -7
D2 ag | 0.1 | 0.2 | -0.1 | -1.5&-0.4 | -0.1 | 0.2 | -0.3 | . | 0.3 | 0.1

11) CCOc1ccccc1OCCCCn1c(-c2ccc(Cl)cc2)nc2ccccc2c1=O
12) CCN(CC(=O)Nc1ccccc1C(F)(F)F)C(=O)c1ccc2c(=O)n3c(nc2c1)CCC3
13) COc1cc(C(=O)NCCc2ccc(S(=O)(=O)N3CCCC3)cc2)cc(OC)c1OC
14) COc1ccc(Nc2ccc3cc(S(=O)(=O)N4CCCC4)ccc3n2)cc1Cl
15) COc1cc2c(cc1OC)CN(C(=O)Nc1ccccc1Cl)CC2
16) O=C(Nc1ccccc1F)Nc1cccc2ccc(O)cc12
17) Cc1cc(C(=O)OC(C(=O)Nc2cccc(C(F)(F)F)c2)c2ccccc2)c(C)o1 (centres undefined)
18) COc1ccc(C2C(C(=O)O)c3ccccc3C(=O)N2Cc2ccco2)cc1 (centres undefined)
19) Cn1cc(/C=C2\SC(=O)N(c3ccccc3)C2=O)c2ccccc21
20) COc1cc(NC(=S)N2CCCCC2C)cc(OC)c1OC (centres undefined)
Assay by compound | 11 | 12 | 13 | 14 | 15 | 16 | 17 | 18 | 19 | 20
D1 ag | 2 | 1 | 2 | 3 | -2 | 6 | 4 | 6 | 7 | 2
TRHR agonist | 0.9 | 1.1 | 0.5 | 0.2 | 0.2 | 0.6 | 1.5 | 1.4 | 0.2 | -0.4
TRHR enhancer | -8 | 0 | 2 | 0 | -2 | 9 | -13 | 16 | 9 | -5
D1 PAM | -1 | 1 | 0 | 0 | -6 | -3 | -4 | -2 | -3 | -2
D1 antagonist | -17 | -7 | 6 | -21 | 7 | -18 | 17 | -8 | -12 | -1
RXFP1 antagonist | 8 | 4 | -3 | 4 | -11 | 0 | -22 | -11 | 9 | 2
D2 antagonist | . | -6 | 58* | . | 35* | 11 | 10 | 0 | -2 | -5
D2 PAM | 0 | 8 | -29 | 0 | -18 | -9 | 8 | -2 | 0 | 1
D2 ag | 1.2 | 1.2 | 0.1 | 0.0 | 0.9 | -0.5 | 1.0 | 0.0 | -0.1 | 0.0

21) C=CCn1c(O)c(N=NC(=S)Nc2ccccc2F)c2ccccc21
22) CCn1c(C)nnc1SCC(=O)Nc1ccccc1OC
23) Cc1cc(=O)oc2cc(OC(C)C(=O)Nc3ccc(N4CCCCC4)cc3)ccc12 (centres undefined)
24) Cc1ccccc1OCC(O)Cn1c(=N)n(CCN2CCOCC2)c2ccccc21 (centres undefined)
25) Cc1ccc(NC(=O)CSc2nnc(-c3cccnc3)n2-c2ccc(C)cc2)cc1
26) Fc1cccc(CSc2ccc(-c3ccc4c(c3)OCO4)nn2)c1
27) CC(/C=C/c1ccccc1)=N/NC(=O)c1nc2nc(C)cc(C)n2n1
28) NC(=O)c1ccc(NC(=O)COC(=O)CCC(=O)c2ccc(Cl)cc2)cc1
29) Cc1oc(-c2ccccc2F)nc1CS(=O)CC(=O)NCc1ccccn1 (centres undefined)
30) CCn1c2ccccc2c2nnc(SCC(=O)N3CC(C)OC(C)C3)nc21 (centres undefined)
Assay by compound | 21 | 22 | 23 | 24 | 25 | 26 | 27 | 28 | 29 | 30
D1 ag | 0 | 1 | 7 | 5&0 | 0 | 6 | 2 | 2 | 3 | 3
TRHR agonist | -1.1 | -0.2 | -0.2 | -0.5&-0.6 | -1.5 | 1.7 | -0.6 | 0.3 | 0.4 | -0.7
TRHR enhancer | -12 | -2 | -5 | 2&10 | 0 | 1 | 6 | 1 | -1 | -8
D1 PAM | -7 | -18 | 2 | -6&-5 | 1 | -5 | -3 | -7 | 1 | 2
D1 antagonist | -8 | -2 | 3 | -35*! | 8 | 5 | -4 | -31* | 8 | -5
RXFP1 antagonist | 6 | -9 | -8 | -2 | 16 | . | 1 | 2 | 10 | -10
D2 antagonist | 68* | 12 | . | -14 | 0 | 10 | -18 | -1 | 15 | -10
D2 PAM | -25 | -5 | -14 | 40* | 0 | 3 | 9 | -1 | 12 | -6
D2 ag | -0.4 | 0.5 | . | -2.0 | -1.6 | 0.1 | -4.2 | 0.0 | 0.5 | 0.6

31) COC(=O)c1cc2sc(C)cc2n1CC(=O)Nc1cccc(SC)c1
32) O=C(NCCC1=CCCCC1)C1COc2ccccc2O1 (centres undefined)
33) Cc1c(Cl)c([N+](=O)[O-])nn1CC(=O)N1CCCc2ccccc21
34) O=C1C2C3c4ccccc4C(c4ccccc43)[C@@H]2C(=O)N1c1nc(-c2ccccc2)cs1 (some centres undefined)
35) Cc1ccc(CNC(=O)CCCCCn2c(=O)c3sccc3n(CC(=O)N(C)c3ccccc3)c2=O)cc1
36) CCOC(=O)c1c(C)[nH]c(C)c1S(=O)(=O)N1CCC(C(=O)Nc2ccccc2CC)CC1
37) COc1cccc(/C=C2\SC(=O)N(CCC(=O)NC3CCS(=O)(=O)C3)C2=O)c1 (centres undefined)
38) CC1=C(C(=O)OC(C)C)C(c2ccc(C)o2)C(C(=O)OC(C)C)=C(C)N1
39) Nc1ccc(SCc2cccnc2)cc1
40) CC(C)CSc1nc(N2CCOCC2)c2c(c1C#N)CC(C)(C)SC2
Assay by compound | 31 | 32 | 33 | 34 | 35 | 36 | 37 | 38 | 39 | 40
D1 ag | 1 | 0 | -1 | 9 | 1 | 0 | 0 | 6 | 4 | 3
TRHR agonist | 0.4 | -1.5 | -0.6 | 0.9 | -0.4 | -0.3 | -0.7 | -0.1 | 0.6 | 1.5
TRHR enhancer | 8 | -2 | 4 | -13 | -9 | 1 | 4 | -2 | 2 | 11
D1 PAM | 1 | -4 | -1 | -2 | 0 | 3 | 3 | -8 | . | 2
D1 antagonist | -26 | -2 | -7 | 4 | 10 | -37* | -5 | -6 | -11 | 11
RXFP1 antagonist | 7 | -5 | 5 | . | -3 | . | -8 | -23 | 4 | 7
D2 antagonist | . | -1 | -2 | 3 | . | . | -2 | -10 | 6 | 3
D2 PAM | 8 | 2 | -4 | -8 | -6 | 2 | 8 | -8 | 0 | 4
D2 ag | 0.3 | -0.7 | 0.6 | 1.3 | 0.0 | 0.3 | 0.4 | -0.3 | 3.0 | 0.1

41) Cn1cc(CN2CCCC(C(=O)c3cc(F)ccc3F)C2)c2ccccc21 (centres undefined)
42) COc1cccc(Cn2nnc(C(=O)Nc3cc(C)ccc3OC)c2N)c1
43) O=S(=O)(Nc1ccc(N2CCCCC2)cc1)c1cccs1
44) COc1ccc([N+](=O)[O-])cc1NC(=O)CCS(=O)(=O)c1ccc(Br)cc1
45) CN(C(=O)c1cc(COc2ccc(F)cc2Cl)on1)C1CCCc2ccccc21 (centres undefined)
46) O=c1c2ccccc2c(C=NCc2ccccn2)c(O)n1-c1ccccc1
47) Cc1ccc2c(c1)C=CC(C#N)N2C(=O)c1ccccc1 (centres undefined)
48) CCOc1cccc2sc(N3CCN(C(=O)c4ccc5c(c4)CCCC5)CC3)nc12
49) O=C(Cn1nc(C(=O)O)c2ccccc2c1=O)Nc1cc(Cl)cc(Cl)c1
50) O=C(CSc1ncccn1)N/N=C/c1cccs1
51) CN(CCCNC(=O)c1ccc(CS(=O)c2ccc(Br)cc2)o1)Cc1ccccc1 (centres undefined)
52) Cc1[nH]c2ccc(C(=O)NCCCN3CCN(C)CC3)cc2c1C
Assay by compound | 41 | 42 | 43 | 44 | 45 | 46 | 47 | 48 | 49 | 50 | 51 | 52
D1 ag | 11 | 3 | 12 | 3 | 18 | 3 | 8 | -1 | 0 | 1 | 1 | 5
TRHR agonist | 1.6 | 0.2 | -0.2 | -0.5 | 1.4 | -1.3 | 0.0 | -0.2 | 0.6 | -0.6 | -0.4 | -0.6
TRHR enhancer | 3 | 1 | 3 | -1 | 2 | -5 | -2 | -3 | 3 | -5 | -5 | 2
D1 PAM | -1 | -2 | -1 | -8 | 3 | -3 | -7 | 13 | -1 | -3 | -3 | -2
D1 antagonist | 8 | -5 | -5 | -33* | -2 | -3 | 12 | . | -14 | -10 | -7 | 1
RXFP1 antagonist | -18 | -9 | 7 | -24 | -27 | -5 | -1 | -29 | -4 | 13 | -5 | ?
D2 antagonist | -5 | -5 | 3 | -8 | 1 | -13 | -17 | . | 12 | -14 | -16 | 1
D2 PAM | -16 | -18 | 11 | -12 | 5 | 2 | -2 | 17 | -10 | 1 | 4 | -5
D2 ag | -0.4 | -0.2 | -0.2 | -0.1 | 0.9 | -0.7 | 0.7 | -1.7 | -1.5 | -0.5 | 0.4 | -0.5

An excerpt from above in order of formula weight, low to high.
41) Cn1cc(CN2CCCC(C(=O)c3cc(F)ccc3F)C2)c2ccccc21 (centres undefined)
45) CN(C(=O)c1cc(COc2ccc(F)cc2Cl)on1)C1CCCc2ccccc21 (centres undefined)
48) CCOc1cccc2sc(N3CCN(C(=O)c4ccc5c(c4)CCCC5)CC3)nc12
51) CN(CCCNC(=O)c1ccc(CS(=O)c2ccc(Br)cc2)o1)Cc1ccccc1 (centres undefined)
Assay by compound | 41 | 45 | 48 | 51
D1 ag | 11 | 18 | -1 | 1
TRHR agonist | 1.6 | 1.4 | -0.2 | -0.4
TRHR enhancer | 3 | 2 | -3 | -5
D1 PAM | -1 | 3 | 13 | -3
D1 antagonist | 8 | -2 | . | -7
RXFP1 antagonist | -18 | -27 | -29 | -5
D2 antagonist | -5 | 1 | . | -16
D2 PAM | -16 | 5 | 17 | 4
D2 ag | -0.4 | 0.9 | -1.7 | 0.4

Compound activity (PubChem)
